Bioassay records as filed in PubChem BioAssay.
HEK293 tox: cytotoxic in the GLP-1 receptor inverse agonist counter-screen. HEK293 cAMP-luciferase reporter cells, luminescence, 24 h. Potency, µM (titrated, usually from 38.3 µM), for the others: at the top dose activity change, negative = inhibition, most hits filed as inhibitors. hit rate 0.13% among 410,000;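 also: loss of luciferase light is scored as toxicity; % is scaled to controls: 0 for no effect and ±100 for the full control effect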
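Cells in DMEM/10% Nu serum/1% pen-strep, 1536-well format. Pre-incubated 12 h, dosed with 23 nL compound, incubated a further 24 h. Luciferase detection, 12 min at room temp, luminescence.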
HT1080NT lethal: kills 2HG-producing HT-1080-NT fibrosarcoma cells; HT-1080-NT fibrosarcoma viability, CellTiter-Glo ATP luminescence, 48 h; hit rate 1.6% among 360,000; Potency, µM (series often up to 46.1 µM), without a hit: at the highest dose activity, negative = less viability, actives largely listed as cytotoxic;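 also: NT is the 2HG producing partner of a matched IDH1 knockdown line; 0% = DMSO-treated cells and -100% = media-only wells without cells; nearly all actives have a fitted effect of over 55% in size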
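HT-1080-NT; 750 cells/well; 5% FBS RPMI; 48 h compound, 37 degrees C; CellTiter-Glo luminescence; curve fitting and curve-class assignment.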
TDP43 rescue: inhibitors of TDP-43 toxicity in yeast. Potency, µM (highest dose often 46.1 µM), without a hit: at the highest dose growth rescue (activation), most hits filed as activators. AID 652104. hit rate 1.8% among 410,000. TDP-43 expressing yeast growth rescue, BacTiter-Glo, 24 h; also: % of control where 0% means no effect; nearly all actives have a fitted effect of over 50% in size
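In this qHTS, compounds that restore growth of yeast expressing TDP-43 appear as activators. Cells (OD600=0.02, galactose medium, raffinose-pregrown) are incubated with compound 24 hr at 30 deg C and growth is quantified by BacTiter-Glo.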
KB-V1 cytotox: KB-V1 MDR subline cytotoxicity; AID 1347076; hit rate 3.4% among 400,000; Potency, µM (doses to about 46.1 µM), for the others: top-dose activity change, negative = cytotoxicity, hits mostly cytotoxic; KB-V1 MDR cells viability, CellTiter-Glo, 72 h; also: % is scaled to controls: 0 for no effect and ±100 for the full control effect; nearly all actives have a fitted effect of over 60% in size
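KB-V1 cells (P-gp-expressing MDR subline of KB-3-1) in phenol-red-free DMEM with 10% FBS were exposed to library compounds over a concentration series for 72 h at 37 degrees C. Viability read by CellTiter-Glo luminescence; concentration-effect curves fitted after normalization.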
SW480 rereplic: induces DNA re-replication in SW480 colon adenocarcinoma cells | SW480 DNA re-replication, Hoechst DNA content imaging, 48 h | Potency, µM (highest dose often 46.1 µM), without a hit: at the highest dose re-replication activation, most hits filed as activators | hit rate 1.8% among 340,000; also: % of control where 0% means no effect; nearly all actives have a fitted effect of over 55% in size
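Per well, 250 cells were exposed to pinned compound for 48 hr. Nuclear DNA was visualised with Hoechst (40 min, 37 C) and total object intensity recorded by fluorescence scanning.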
GLP1R inv ag: inverse agonists of human GLP-1 receptor | Potency, µM (highest dose often 38.3 µM), without a hit: at the highest dose activity change, negative = inhibition, most hits filed as inhibitors | AID 624417 | HEK293 GLP-1R CRE-luciferase, luminescence, 24 h; GLP-1R form is constitutively active | hit rate 1.6% among 410,000; also: % is scaled to controls: 0 for no effect and ±100 for the full control effect; nearly all actives have a fitted effect of over 55% in size
Target sequence (P43220 whole entry, looked up): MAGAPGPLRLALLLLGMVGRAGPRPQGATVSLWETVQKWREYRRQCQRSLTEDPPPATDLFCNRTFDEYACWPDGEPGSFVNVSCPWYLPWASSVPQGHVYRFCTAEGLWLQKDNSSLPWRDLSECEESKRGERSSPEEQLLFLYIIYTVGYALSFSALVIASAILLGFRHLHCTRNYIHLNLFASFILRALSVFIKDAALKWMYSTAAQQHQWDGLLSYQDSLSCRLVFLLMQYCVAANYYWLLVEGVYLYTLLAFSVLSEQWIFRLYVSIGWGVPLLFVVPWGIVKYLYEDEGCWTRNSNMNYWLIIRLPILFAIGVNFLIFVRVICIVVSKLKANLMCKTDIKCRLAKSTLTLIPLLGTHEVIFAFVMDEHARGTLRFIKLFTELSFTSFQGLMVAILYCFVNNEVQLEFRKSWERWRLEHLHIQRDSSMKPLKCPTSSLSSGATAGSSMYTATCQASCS
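Constitutively active GLP-1R drives a cAMP-responsive luciferase in stably transfected HEK293 cells; test compounds are added after overnight (12 h) attachment and left 24 hr, and signal loss in luminescence marks inhibition.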
KB-3-1 tox: KB-3-1 parental cell cytotoxicity; hit rate 1.4% among 400,000; Potency, µM (highest dose often 46.1 µM), inactives show at the top dose activity change, negative = cytotoxic, hits mostly cytotoxic; KB-3-1 viability, CellTiter-Glo ATP luminescence, 72 h; also: % is scaled to controls: 0 for no effect and ±100 for the full control effect; nearly all actives have a fitted effect of over 60% in size
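Parental KB-3-1 adenocarcinoma cells in phenol-red-free DMEM with 10% FBS were pin-treated with compounds at several concentrations, incubated 72 h at 37 °C, and viability read by CellTiter-Glo luminescence; concentration-effect curves were fitted after normalization.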
HT1080 IDH1KD tx: HT-1080 IDH1 knockdown cell toxicity (counter line); HT-1080 IDH1 knockdown viability, ATP luminescence, 48 h; Potency, µM (top dose mostly 46.1 µM), for the others: top-dose activity, negative = toxicity, usual class: cytotoxic; hit rate 2% among 360,000;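 also: 0% = DMSO wells and -100% = cell-free medium wells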
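Viability of IDH1-knockdown HT-1080 fibrosarcoma cells was assessed by CellTiter-Glo after 48 h at 37 °C with titrated compound; concentration-effect curves were classified by fit quality and response size.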
GLP-1R agonist: activates the human GLP-1 receptor; HEK293 GLP-1R CRE-luciferase, luminescence, 4-6 h; cells express a hypersensitive GLP-1R form; hit rate 0.007% among 380,000; AID 624172; P43220; Potency, µM (highest dose often 45.6 µM), for the others: at the top dose activation, hits mostly activators; also: % of control where 0% means no effect
An asterisk follows results filed as active; ? = inconclusive; . = not tested or not shown; & = joins results of further samples; [ ] = remark or other dose. Calls follow the shape of the dose curve; as a rule, active = well fitted curve in the direction sought with a large enough effect; inconclusive = small, poorly fitted or top-dose-only effect, or another doubt; inactive = no such curve, though single readings can be large; an effect the other way counts as inactive or inconclusive. Potency is read from the fitted curve at half-maximal effect.

SMILES	HEK293 tox	HT1080NT lethal	TDP43 rescue	KB-V1 cytotox	SW480 rereplic	GLP1R inv ag	KB-3-1 tox	HT1080 IDH1KD tx	GLP-1R agonist
CC1CCCC(C(=O)O)N1C(=O)CCSC(=O)c1ccccc1 (centres undefined)	0%	17%	-16%	-4%	3%	-11%	-8%	5%	0%
Cc1cc(SCC(=O)O)nc2ccccc12	19%&-6%	16%&10%	26%	-11%&5%	-8%&-39%	0%&7%	-3%&5%	4%&16%	3%&0%
C[C@@H]1CN([C@H](C)CO)C(=O)CCCn2cc(nn2)CO[C@H]1CN(C)S(=O)(=O)c1ccccc1	-10%	5%	?	0%	.	-8%	0%	3%	11%
CCCCN(CCCC)Cc1ccc(C(=O)NNC(=O)Nc2ccc(Cl)cc2)o1	-17%	-28%	-4%	10%	?	?	9%	-20%	0%
CCCC(=O)N1CCCC1(C)C(=O)Nc1cc(OC)c(OC)c(OC)c1 (centres undefined)	-1%	26%	24%	3%	.	24%	0%	17%	2%
O=C(NNC(=O)c1cccc2ccccc12)c1cccc(Br)c1	-5%	-24%	-6%	-4%	4%	-15%	17%	-12%	13%
Cc1ccc(C(=O)COC(=O)c2cc(=O)[nH]c3ccccc23)cc1C	1%	2%	-5%	18%	-70%[inhibitor]	56%[activator]	8%	7%	10%
CCC(C)NC(=O)c1ccccc1NC(=O)Nc1ccccc1 (centres undefined)	5%	15%	8%	1%	-1%	18%	-4%	11%	-9%
CC1CCCC(C)N1CCCNC(=O)CN1C(=O)c2cccnc2Oc2ccc(Cl)cc21 (centres undefined)	10%	3%	18%	-17%	-4%	2%	6%	2%	4%
O=C(CN1CCN(C(=O)c2ccco2)CC1)NCc1ccc(Cl)cc1	-13%	-2%	15%	-17%	-1%	-17%	-1%	-2%	-7%
c1ccc(CSc2ncccn2)cc1	10%	1%	-12%	0%	-1%	7%	2%	19%	-3%
COc1ccccc1NC(=O)C1=C(C)Nc2nc(SCc3ccccc3F)nn2C1c1cccs1 (centres undefined)	7%	.	5%	2%	.	-4%	-2%	.	0%
CCOc1ccccc1CNc1ccc(O)cc1	-19%	23µM*	-5%	0%	?	43%[activator]	?	?	-4%
CC1=C(C(=O)Nc2ccccc2Cl)C(c2cccs2)n2ncnc2N1 (centres undefined)	12%	.	-9%	-6%	.	12%	-2%	.	-3%
COc1ccccc1C(=O)Nc1ccccc1C(=O)Nc1ccccc1	-6%	9%	-4%	?	?	?	5%	15%	23%
CCN(CC)c1ccc(CN(C(=O)Cc2coc3ccc(C)cc23)C2CCS(=O)(=O)C2)cc1 (centres undefined)	-15%	.	-9%	?	.	?	?	.	.
COc1cc(NC(=O)CC(C)C)ccc1NC(=O)c1ccco1	0%	19%	5%	3%	-5%	2%	-6%	-1%	-1%
Nc1ccc2nn(-c3ccc(F)cc3)nc2c1	95%[activator]	2%	29%	9%	?	-5%	-9%	3%	-3%
COCCN(C(=O)/C=C/c1ccccc1)c1nnc(-c2cccnc2)s1	-4%	-2%	-22%	-27%	-11%	4%	-22%	-10%	0%
COc1ccc2cc3cc(C(=O)N4CCN(c5ccccc5)CC4)oc3nc2c1	3%	22%	10%	1%	0%	13%	4%	19%	-16%

Reprinted at random: 2 entries already listed.
SMILES	HEK293 tox	HT1080NT lethal	TDP43 rescue	KB-V1 cytotox	SW480 rereplic	GLP1R inv ag	KB-3-1 tox	HT1080 IDH1KD tx	GLP-1R agonist
Cc1cc(SCC(=O)O)nc2ccccc12	19%&-6%	16%&10%	26%	-11%&5%	-8%&-39%	0%&7%	-3%&5%	4%&16%	3%&0%
CCOc1ccccc1CNc1ccc(O)cc1	-19%	23µM*	-5%	0%	?	43%[activator]	?	?	-4%

Ordered by the number under GLP-1R agonist (high to low): three from the list above
compound	SW480 rereplic	GLP1R inv ag	GLP-1R agonist
COc1ccccc1C(=O)Nc1ccccc1C(=O)Nc1ccccc1	?	?	23%
Cc1ccc(C(=O)COC(=O)c2cc(=O)[nH]c3ccccc23)cc1C	-70%[inhibitor]	56%[activator]	10%
COc1ccc2cc3cc(C(=O)N4CCN(c5ccccc5)CC4)oc3nc2c1	0%	13%	-16%

Arranged by number of heavy atoms (lowest first): three of the compounds above.
SMILES	HEK293 tox	HT1080NT lethal	TDP43 rescue	KB-V1 cytotox	SW480 rereplic	GLP1R inv ag	KB-3-1 tox	HT1080 IDH1KD tx	GLP-1R agonist
c1ccc(CSc2ncccn2)cc1	10%	1%	-12%	0%	-1%	7%	2%	19%	-3%
O=C(NNC(=O)c1cccc2ccccc12)c1cccc(Br)c1	-5%	-24%	-6%	-4%	4%	-15%	17%	-12%	13%
C[C@@H]1CN([C@H](C)CO)C(=O)CCCn2cc(nn2)CO[C@H]1CN(C)S(=O)(=O)c1ccccc1	-10%	5%	?	0%	.	-8%	0%	3%	11%

More structures
SMILES	HEK293 tox	HT1080NT lethal	TDP43 rescue	KB-V1 cytotox	SW480 rereplic	GLP1R inv ag	KB-3-1 tox	HT1080 IDH1KD tx	GLP-1R agonist
CCN(c1ccccc1)S(=O)(=O)c1ccc(OC)c(NC(=O)c2c(C)noc2C)c1	-1%	-2%	-11%	5%	-3%	1%	-7%	-4%	-1%
CCN1CCCC1CNC(=O)c1ccc(N2CCCC2=O)cc1 (centres undefined)	32%[activator]	-1%	13%	20%	4%	11%	23%	-1%	2%
CCOc1ccc(C(=O)NCC(=O)OCC(=O)N2CCCC2)cc1	0%	-1%	6%	-17%	-27%	6%	-11%	-5%	-1%
Cc1ccccc1NC(=O)c1cc(S(=O)(=O)c2ccccc2)ccc1Cl	9%	-9%	-4%	-19%	-2%[9.22 µM]	?	-14%	-6%	1%
O=[N+]([O-])c1cccc(/C=N/n2c(COc3ccccc3)n[nH]c2=S)c1	-3%	-2%	25%	?	-2%	5%	-4%	4%	24%
CCC(=O)N1CCCC1(C)C(=O)Nc1cccc(Oc2ccccc2)c1 (centres undefined)	-1%	8%	0%	-4%	.	-21%	0%	?	10%
CCOc1cccc(-c2c(C(=O)N/N=C/c3cccs3)nnn2-c2nonc2N)c1	-25%	-2%	-2%	4%	?	-23%	-3%	2%	0%
O=C(c1ccc(=O)[nH]n1)N1CCN(S(=O)(=O)c2cccc(F)c2)CC1	-3%	-3%	1%	0%	1%	13%	-3%	0%	2%
COc1cc(/C=C/C(=O)O)cc(S(=O)(=O)Nc2cc(Cl)c(Cl)cc2Cl)c1OC	15%	-22%	-20%	2%	?	-13%	0%	-4%	-3%
O=C(CCC1CCCCC1)NCc1ccncc1	-10%	11%	9%	15%	0%	6%	7%	13%	-12%
Cc1cccc(Nc2cnn(C34CC5CC(CC(CC(=O)O)(C5)C3)C4)c(=O)c2Cl)c1	4%	-14%	1%	-1%	-13%	1%	-2%	-9%	-2%
N#C/C(=C/c1ccc(N2CCOCC2)o1)c1nc2ccccc2[nH]1	1%	-25%	-10%	?	0%	?	1%	?	-4%
CN(CC1CCN(CCc2cccc(C(F)(F)F)c2)CC1)C(=O)c1ccc(F)cc1F	-1%	-2%	16%	-1%	11%	?	0%	-10%	-4%
O=C(O)CNC(=O)c1ccc(S(=O)(=O)N2CCOCC2)cc1	3%	14%	-12%	1%	-8%	1%	1%	3%	-9%
N=C1/C(=C/c2coc3ccccc3c2=O)C(=O)N=C2SC(c3ccco3)=NN12	-18%	-17%	-90%[inhibitor]	-20%	15%	0%	?	-12%	2%
CCC(=O)N1c2ccccc2CC1C(=O)NCCc1ccccc1OC (centres undefined)	22%	.	-3%	0%	.	-3%	1%	.	.
COc1cccc(Nc2c3c(nc4c(-c5ccccc5)c(C)nn24)CCC3)c1	2%	14%	?	18µM*	?	5µM*	?	-5%	2%
COC(=O)Nc1ccc(S(=O)(=O)N2CCCCC2C(=O)NCc2ccco2)cc1 (centres undefined)	21%	4%	-14%	-22%	20%	-14%	-25%	-7%	9%
CCN(CC)C(=O)CSc1nc2ccccc2n1CC(=O)N1CCN(c2ccccc2OC)CC1	0%	-7%	0%	7%	1%	-24%	27%	2%	2%
COc1ccc(C(=O)N2CCCC(c3nc(-c4cccs4)no3)C2)cc1OC (centres undefined)	-3%	11%	-4%	-2%	-5%	0%	4%	6%	30%
O=C(c1ccco1)N1CCN(Cc2nc(-c3cccs3)no2)CC1	-16%	2%	15%	-21%	?	22%	0%	18%	6%
